PHOSPHO1 block: PubChem AID 1565 | 1.1% of 290,000 active | recombinant PHOSPHO1, absorbance phosphatase assay | Phosphoethanolamine/phosphocholine phosphatase (Homo sapiens), Q8TCT1 | inhibition, % at 13.3 µM; in the data active means inhibition above about 60%
Target sequence (Q8TCT1 whole entry, looked up): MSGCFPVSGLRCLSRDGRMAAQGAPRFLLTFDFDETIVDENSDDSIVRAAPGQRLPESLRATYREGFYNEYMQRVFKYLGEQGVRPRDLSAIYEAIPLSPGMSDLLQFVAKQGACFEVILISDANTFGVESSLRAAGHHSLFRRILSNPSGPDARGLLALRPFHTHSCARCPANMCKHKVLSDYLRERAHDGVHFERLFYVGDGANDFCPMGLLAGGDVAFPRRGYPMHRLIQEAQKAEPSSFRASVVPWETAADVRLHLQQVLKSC
MEKK2 mut-MEK5: MEK5 binding signal on mutant MEKK2 PB1, primary screen, biochemical, multiplex bead flow cytometry, Alexa488-MEK5; 0.35% of 290,000 active; Alexa488-MEK5 binding to MEKK2 mutant; AID 1530, 2009; percent response, % at 10 µM; in the data active means percent response above about 24%, passing the limit was not always enough; further: inactives centre near 1; some results filed as inactive read as strong as hits; reference of the scale not given here
GalR3 antagonist: GalR3 antagonists in HEK293 cells, primary screen, cell-based, fluorescence readout; HEK293 GalR3-CNG cAMP membrane potential fluorescence; galR3 body fused to GalR1 C-terminus; Galanin receptor type 3 (Homo sapiens), O60755; 0.44% of 360,000 active; inhibition, % at 3 µM;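 active means inhibition above the screen-wide average plus 3 SD, cut at about 13% in these data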;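 further: forskolin and galanin both at EC90 stimulate the cells; cAMP rise reported by CNG channel membrane potential dye signal; 0% = forskolin plus galanin with DMSO and 100% = forskolin alone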
Target sequence (O60755 1-299 limits assumed): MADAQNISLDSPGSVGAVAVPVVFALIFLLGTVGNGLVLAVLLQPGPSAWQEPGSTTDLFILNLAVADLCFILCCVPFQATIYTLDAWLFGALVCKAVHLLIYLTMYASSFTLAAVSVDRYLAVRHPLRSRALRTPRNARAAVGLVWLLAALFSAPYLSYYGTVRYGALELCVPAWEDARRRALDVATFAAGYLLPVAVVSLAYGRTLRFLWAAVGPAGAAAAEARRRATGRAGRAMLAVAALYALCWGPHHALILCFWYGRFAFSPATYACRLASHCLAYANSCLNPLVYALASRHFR
OXTR ag: human OXTR agonists, primary screen, fluorescence, CHO-OTR cells, Fluo-8 calcium; 0.32% of 320,000 active; Oxytocin receptor (Homo sapiens), P30559; Fluo-8 calcium fluorescence; normalized: DMSO 0%, oxytocin 100%; AID 2435, 2010; activation, % at 3 µM;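 active means activation above the mean of all tested compounds plus 3 SD, cutoff set per screening run, cut at about 20% in these data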;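 further: peak over basal fluorescence ratio from a 100 s FLIPR kinetic read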
MEKK3 PB1 HTS: modulators of MEKK3-MEK5 PB1 binding, primary screen, biochemical, wildtype MEKK3, multiplex bead flow cytometry, Alexa488-MEK5; bead-based flow cytometry, Alexa488-MEK5 binding to MEKK3; actives lie on both sides; 0 = blocked by unlabeled MEK5, 100 = vehicle; Mitogen-activated protein kinase kinase kinase 3 (Homo sapiens), Q99759; 1.4% of 290,000 active; AID 1529, 2009; binding response (% of control), % at 10 µM;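 active means binding response more than 3 SD above or below the average of its plate-row segment, actives on both sides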;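 further: Alexa488 bead fluorescence after subtracting the streptavidin-only scavenger bead signal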
V1aR counter: agonists of human V1a receptor, primary screen, counter-screen for OXTR agonist project, fluorescence, CHO-V1R cells. Fluo-8 calcium fluorescence, agonist mode; 0% DMSO, 100% 3 nM vasopressin. 0.25% of 320,000 active. Vasopressin V1a receptor (Homo sapiens), P37288. activation, % at 3 µM;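 active means activation above the mean activation of all tested compounds plus 3 SD, per screening run, cut at about 20% in these data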;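 further: signal is peak over basal fluorescence ratio across a 100 second FLIPR read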
MEKK2wt PB1 HTS: modulators of MEK5 binding to wildtype MEKK2, primary screen, biochemical, multiplex bead flow cytometry, Alexa488-MEK5; Mitogen-activated protein kinase kinase kinase 2 (Homo sapiens), Q9Y2U5; Alexa488-MEK5 binding to MEKK2 WT; actives lie on both sides; binding response (% of control), % at 10 µM; 1.1% of 290,000 active; AID 1531, 2009; in the data active means binding response below about 67% or above about 130%
NALP1 yeast inh: NALP1 inflammasome inhibitors in reconstituted yeast, colorimetric, S. cerevisiae, triplicate retest. S. cerevisiae NALP1/ASC/caspase-1 growth, X-gal OD620, 72 h. inhibition, % at 10 µM. 0.61% of 280,000 active. AID 2071, 2009; in the data active means inhibition mostly above about 24%, no sharp cut-off; inactive means mostly below about 32%; further: some compounds called inactive have numbers as strong as hits
GPR7 antag: GPR7 receptor antagonists, primary screen, cell-based, fluorescence, single concentration | Neuropeptides B/W receptor type 1 (Homo sapiens), P48145 | GPR7-expressing cells, fluorescence antagonist assay | inhibition, % at 4.4 µM | 1.1% of 290,000 active | AID 1861, 2009; in the data active means inhibition above about 16%, passing the limit was not always enough;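 further: cells stimulated with the agonist NPW; 0% = agonist with vehicle and 100% = vehicle without agonist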
Target sequence (P48145 whole entry, looked up): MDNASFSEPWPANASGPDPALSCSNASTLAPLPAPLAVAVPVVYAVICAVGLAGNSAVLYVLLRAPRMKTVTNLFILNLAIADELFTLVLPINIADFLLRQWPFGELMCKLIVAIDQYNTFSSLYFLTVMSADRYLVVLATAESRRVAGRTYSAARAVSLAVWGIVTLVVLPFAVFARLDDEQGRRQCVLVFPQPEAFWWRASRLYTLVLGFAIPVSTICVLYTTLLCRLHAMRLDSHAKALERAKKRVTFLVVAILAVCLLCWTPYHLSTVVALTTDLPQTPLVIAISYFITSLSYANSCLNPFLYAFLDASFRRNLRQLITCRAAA
* = called active by the depositor; nt = no result given.

SMILES	PHOSPHO1 block	MEKK2 mut-MEK5	GalR3 antagonist	OXTR ag	MEKK3 PB1 HTS	V1aR counter	MEKK2wt PB1 HTS	NALP1 yeast inh	GPR7 antag
C/C=C/c1ccc(OCC(=O)Nc2ccc(OC)c(OC)c2)c(OC)c1	20	1	4	1.2	102	2.4	100	12	5
O=C(NCc1ccco1)c1ccccc1-c1ccc(C(F)(F)F)cc1	7	15	-2	-1.1	120	-1.2	128	-16	-1
COC(=O)c1nnn(-c2ccccc2)c1N	5	-5	-6	-0.9	98	-0.8	98	-31	-6
O=C(CN1CCN(S(=O)(=O)c2ccccc2F)CC1)NC1CCCC1	33	-5	-3	0.5	108	0.3	101	-22	-3
COc1ccc(-c2nnn(CC(=O)N(Cc3ccc(F)cc3)C(C(=O)NC3CCCC3)c3ccc(F)cc3)n2)cc1 (configuration not stated)	nt	2	-3	-0.1	103	0.7	100	nt	-9
CC(C)(C)C(=O)NC1CCN(S(=O)(=O)c2cccc(C(F)(F)F)c2)CC1	-2	1	1	-1.7	100	0.4	109	18	-10
CSc1ccccc1NC(=O)Nc1cccc2ccccc12	27	4	-2	nt	101	nt	103	1	-10
O=C(NN1C(=O)C2C3C=CC([C@@H]2C1=O)C31CC1)c1ccccc1 (some centres not stated)	37	-24	-2	-2.0	88	0.2	93	nt	-4
COc1ccc(C2c3ccsc3CCN2C(=O)NC(C)(C)C)cc1 (configuration not stated)	47	-34	-6	-2.8	84	-2.0	81	11	-6
CCc1ccc(Cn2nnc(C(=O)Nc3cccc(C)c3)c2N)cc1	-13	2	2	14	100	11	100	-19	11
CN(c1ccccc1C(=O)N1CCN(c2cccc(Cl)c2)CC1)S(C)(=O)=O	-28	-8	-6	4.0	91	2.6	96	6	-8
CCN(CC)C(=O)CSc1nc2ccc(NC(=O)CSc3nnc(N)s3)cc2s1	46	nt	-6	-0.6	nt	0.3	nt	0	-7
COc1ccc(S(=O)(=O)N2Cc3ccccc3CC2C(=O)N2CCOCC2)cc1 (configuration not stated)	14	5	-7	-0.6	104	-0.7	105	-11	-1
CCc1ccc(C2C(C#N)=C(N)C(C#N)(C#N)C3=CCC(C(C)(C)C)CC32)cc1 (configuration not stated)	2	1	nt	-0.3	85	0.8	90	-30	3
CC(=O)c1c(C)[nH]c(C(=O)N2CCCCCC2)c1C	27	1	1	0.8	111	1.1	105	3	-5
CCCc1nnc(NC(=O)OCC)s1	24	8	-3	-1.1	99	0.4	106	8	-8
CCOC(=O)C1=NN(C(C)=O)C2(CC(=O)N(c3cccc(C)c3)C2=O)C1 (configuration not stated)	-6	0	-6	-0.3	139*	0.7	104	10	-5
CCN(CC)CCCNC(=O)CCn1nc(-c2ccccc2)ccc1=O	42	3	-10	0.2	102	0.2	104	0	-3
Cc1cc(=O)[nH]c(SCC(=O)c2ccccc2)c1C#N	16	9	1	0.6	107	3.3	108	-5	-10
COc1nccnc1NS(=O)(=O)c1ccc(NC(=O)c2cccc(C)c2)cc1	-5	0	-2	0.4	101	5.8	98	-2	-9
CC(=O)Nc1cccc(N=NN2CCOCC2)c1	26	-11	-2	0.4	97	0.1	86	8	-3
COc1cc(N2N=C(c3ccccc3)CC2c2ccccc2)c(C=O)cc1C=O (configuration not stated)	39	-3	-8	-0.7	97	0.4	79	3	-4
O=C(NCc1ccc2c(c1)OCO2)c1ccco1	-16	6	-2	0.0	101	0.1	105	-9	0
Cc1cccnc1NC1(C(F)(F)F)N=C(c2ccccc2)NC1=O (configuration not stated)	38	7	-9	1.5	106	0.1	105	21	-4
CCc1c(C)sc(NC(=O)CC#N)c1C#N	19	-2	nt	0.4	83	-0.3	88	24	-8
CCS(=O)(=O)N1CCC(C(=O)NCCN2CCN(Cc3ccccc3)CC2)CC1	38	-7	0	-0.1	83	0.1	94	19	-13
Cc1ccc(C(c2sc3ncnn3c2O)N2CCC(C)CC2)cc1 (configuration not stated)	-7	9	nt	-1.1	105	0.3	108	0	1
O=C(NNC(=O)C1CCN(Cc2ccccc2)CC1)c1cccs1	29	3	-7	-1.2	100	0.1	102	8	-12
O=[N+]([O-])c1cc(/C=N/N2CCOCC2)cs1	23	6	-10	0.6	105	0.9	106	3	-3
Cc1ccc(C(C(=O)NCc2ccco2)N(C(=O)Cc2cccs2)c2cccnc2)cc1 (configuration not stated)	32	-8	-3	-1.2	99	-0.7	94	-8	19
O=C(Nc1ccccc1[N+](=O)[O-])C1=C(O)CCn2c1nc1ccccc12	28	1	-10	-1.9	105	-1.2	103	11	-5
Cc1c(C(=O)OC(C)C)sc(NC(=O)c2cccnc2)c1C#N	7	6	-2	4.0	99	4.1	100	17	-12
CC(C)C(=O)N=C1NC(=O)CS1	-1	-1	-5	0.3	103	0.8	103	21	-12
COc1ccc(N(C(C)C(=O)N/N=C(\C)C(C)(C)C)S(C)(=O)=O)cc1 (configuration not stated)	-25	-1	-3	-0.6	102	1.1	100	1	-8
OCCC1CN(Cc2cccn2-c2cccnc2)CCN1Cc1ccccc1 (configuration not stated)	13	-5	-7	-0.8	104	0.2	111	14	6
Cc1ccc(N/C(CSC(N)=O)=N\S(=O)(=O)c2ccc(C)cc2)cc1	11	6	5	-0.8	128*	-0.4	121	12	2
Cc1onc(C(=O)N2CCC(C(N)=O)CC2)c1-c1ccccc1Cl	-5	nt	0	1.2	nt	-0.4	nt	19	-2
COc1nnc(OC)c2ccccc12	-111	20	-11	-0.3	95	0.8	121	4	-9
CC(C)CN(CC(C)C)C(=O)c1cccc(S(=O)(=O)N2CCc3ccccc32)c1	-4	-6	-4	-1.7	107	-1.2	98	4	4
O=C(O)c1ccc(N/N=C/c2cccc(F)c2)cc1	-4	-3	-9	1.5	95	2.2	96	nt	-6
CC(C)(O)C(=O)NNC(=S)NCc1ccco1	20	5	-3	0.5	104	1.3	99	-6	-14
Cc1cc(C)n2c(=O)c3ccc(Cl)cc3nc2c1C#N	-1	-18	-6	-0.8	78	-0.2	80	18	-2
CSc1cccc(NC(=O)C(C)C)c1	12	-3	-3	-0.7	95	0.1	97	22	8
O=c1/c(=C\c2cccnc2)sc2nc3ccccc3n12	-29	4	nt	nt	103	nt	109	14	-1
CC(NC(=O)c1cc(-c2ccncc2)nc2ccc(Br)cc12)C1CCCO1 (configuration not stated)	28	2	0	0.4	103	-0.1	100	4	-7
C/C(=N/OC(=O)CC(C)C)c1cc(-c2ccc(Cl)cc2)no1	51	5	-8	-1.6	105	-0.5	101	-9	-14
Cc1c(Cl)cccc1-c1ccc(/C=N/n2cnnc2)o1	-5	nt	-3	0.9	nt	0.5	nt	7	2
CCC(C)(C)C1CCC(=NNC(=S)Nc2ccccc2)CC1 (configuration not stated)	-1	-8	5	-1.1	94	-0.3	88	-2	6
COc1ccc(CN2CCNC(=O)C2CC(=O)NCc2cn3ccc(C)cc3n2)c(OC)c1 (configuration not stated)	31	5	-4	0.9	99	-0.2	103	-2	-16
O=C(N/N=C/C=C/c1ccccc1[N+](=O)[O-])c1cccs1	-4	20	-3	0.9	102	0.1	111	23	-4
O=C(O)CC(Cn1cnnn1)c1ccccc1 (configuration not stated)	-4	2	0	1.0	101	0.9	104	46	-12
O=C1NC2CCc3nc4ccccc4c(=O)n3C2=Nc2ccccc21 (configuration not stated)	20	3	-6	-0.5	76	-0.1	72	9	11
CC(C)C(NC(=O)C1CCC(C(C)(C)C)CC1)C(=O)NCCCN1CCCCC1 (configuration not stated)	-30	5	4	-0.1	100	-1.1	103	16	-8
Cc1nc2c(C(=O)NCCc3ccccc3)c[nH]n2c(=O)c1Cl	33	3	-7	-0.9	101	0.1	105	4	-3
Fc1ccc(-c2nc3ccncc3[nH]2)cc1	28	2	1	-0.3	97	-0.5	100	1	-9
Cc1c(NC(=O)c2ccc([N+](=O)[O-])o2)cccc1-c1nc2ncccc2o1	49	-4	-9	2.2	98	1.9	97	10	10
CC(C)(C)NS(=O)(=O)c1ccc(NC(=O)c2cc(-c3ccccc3)nc3ccccc23)cc1	33	0	-4	2.4	110	4.4	107	11	-11
C/C(CC(=O)Nc1ccc(Cl)cc1Cl)=N\NC(N)=S	-27	4	-7	-1.2	98	0.0	98	-9	17
O=C1Nc2cc(Cl)c(Cl)cc2N(O)N1c1cccc(Cl)c1	25	2	3	0.4	101	0.4	101	-8	-18
O=C(c1cccs1)N1C(=O)c2cccc3cccc1c23	15	2	0	-0.8	103	-0.6	102	14	-1

Shown as a hit in MEKK3 PB1 HTS, among the entries above:
smiles	PHOSPHO1 block	MEKK2 mut-MEK5	GalR3 antagonist	MEKK3 PB1 HTS	MEKK2wt PB1 HTS	NALP1 yeast inh	GPR7 antag
CCOC(=O)C1=NN(C(C)=O)C2(CC(=O)N(c3cccc(C)c3)C2=O)C1 (configuration not stated)	-6	0	-6	139*	104	10	-5
Cc1ccc(N/C(CSC(N)=O)=N\S(=O)(=O)c2ccc(C)cc2)cc1	11	6	5	128*	121	12	2

Profiles, quoted from the list. Values in the order: PHOSPHO1 block | MEKK2 mut-MEK5 | GalR3 antagonist | OXTR ag | MEKK3 PB1 HTS | V1aR counter | MEKK2wt PB1 HTS | NALP1 yeast inh | GPR7 antag
Entry for O=C(c1cccs1)N1C(=O)c2cccc3cccc1c23 → 15 | 2 | 0 | -0.8 | 103 | -0.6 | 102 | 14 | -1
Entry for C/C=C/c1ccc(OCC(=O)Nc2ccc(OC)c(OC)c2)c(OC)c1 → 20 | 1 | 4 | 1.2 | 102 | 2.4 | 100 | 12 | 5

Remaining list, next part:
SMILES	PHOSPHO1 block	MEKK2 mut-MEK5	GalR3 antagonist	OXTR ag	MEKK3 PB1 HTS	V1aR counter	MEKK2wt PB1 HTS	NALP1 yeast inh	GPR7 antag
O=C1CCCS(=O)(=O)c2ccccc21	44	-8	-1	-0.7	101	-0.7	102	-3	7
S=C(NCCc1ccccc1)N1CCOCC1	14	-1	-9	0.0	96	0.7	96	7	22
O=C(Cn1nnc2ccccc2c1=O)NCC1CCC(C(=O)O)CC1 (configuration not stated)	22	1	-4	0.2	93	0.3	100	nt	-15
CC12CS(=O)(=O)CC1SC(=S)N2Cc1ccccc1 (configuration not stated)	-17	4	3	0.4	103	2.5	101	11	-20
CCOc1ccc(N=Cc2c(O)c3ccccc3oc2=O)cc1	10	-1	4	-0.9	102	2.1	99	27	-6
CCOc1ccccc1NC(=O)COn1nnc2ccc(Cl)cc21	18	7	-6	-2.0	105	-1.4	108	11	-9
CC(C)C(=O)Nc1nnc(-c2ccco2)s1	46	0	-4	0.3	99	0.3	104	nt	-9
CC(=O)Nc1ccc(S(=O)(=O)NCC2CCC(C(=O)N3CCCCC3)CC2)cc1 (configuration not stated)	nt	9	1	-0.5	107	-0.3	106	3	-3
O=C(Nc1ccc2c(c1)OCCO2)c1c[nH]c(=O)n(-c2ccc(F)c(Cl)c2)c1=O	43	7	-2	3.1	102	2.8	108	-2	-10
O=c1sc(N2CCN(c3ccccc3F)CC2)nc2ccsc12	6	7	nt	-1.1	108	-0.2	101	30	2
CSc1snnc1-c1ccccc1	16	2	-7	-2.0	109	-0.1	99	-13	1
O=C(NNC(=S)NCC1CCCO1)c1ccc(S(=O)(=O)N2CCOCC2)cc1 (configuration not stated)	18	-2	-2	-0.1	103	-0.2	96	-9	-8

Screening results as filed in PubChem BioAssay.

Compounds were not picked by outcome (roughly 5.4% active in at least one column).
